PV pol inh – inhibitors of poliovirus RNA polymerase binding and polymerization | P03300 | poliovirus polymerase elongation, fluorescence polarization; stronger effect = lower value | % elongation, % (compound at 16.7 µg/mL) | 150,000 compounds, 0.66% hits | AID 588519; in the data active means % elongation below about 90%; further: some results filed as inactive read as strong as hits
Target sequence (P03300 1749-2209 limits assumed): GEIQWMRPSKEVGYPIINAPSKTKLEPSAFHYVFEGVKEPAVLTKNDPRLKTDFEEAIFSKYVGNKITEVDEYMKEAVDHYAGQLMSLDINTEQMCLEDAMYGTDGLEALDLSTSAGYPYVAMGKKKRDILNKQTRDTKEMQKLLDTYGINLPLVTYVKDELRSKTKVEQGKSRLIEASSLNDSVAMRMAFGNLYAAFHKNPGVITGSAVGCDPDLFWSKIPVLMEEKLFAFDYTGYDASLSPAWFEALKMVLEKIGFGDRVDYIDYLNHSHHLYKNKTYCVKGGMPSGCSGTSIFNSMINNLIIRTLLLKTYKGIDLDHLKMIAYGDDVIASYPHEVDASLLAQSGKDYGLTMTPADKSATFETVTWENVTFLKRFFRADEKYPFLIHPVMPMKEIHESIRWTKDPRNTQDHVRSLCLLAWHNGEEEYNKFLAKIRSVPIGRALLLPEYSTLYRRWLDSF
PV pol inh FP z-score – second read-out of PV pol inh, no call of its own (marks repeat the call); z-score; measured here: FP z-score; hits read low
Numbers without * were called inactive; & = joins results of further samples. Only part of the results is shown; count on the stated rates, not on these rows.

Values run as follows: PV pol inh	PV pol inh FP z-score
- COc1ccc(N(C)C(=O)c2cc(S(=O)(=O)N3CCc4ccccc43)cn2C)c(OC)c1
  100	-1.3
- O=C(NC1CCCC1)c1cc2nc(-c3ccccc3)cc(-c3ccccc3)n2n1
  102	0
- C=CCn1ccn(-c2ccc(OCC)cc2)c(=O)c1=O
  104	0.6
- COc1ccc(NC(=O)CNS(=O)(=O)/C=C/c2ccc(C)cc2)cn1
  104	0.2
- OC(c1ccccc1)(c1ccccc1)C(F)F
  98	-0.2
- Cc1nc2ccc(Cl)cc2n1CO
  99	-0.5
- O=C(CSc1nnc(-c2ccncc2)n1-c1ccccc1)Nc1ccc(Br)cc1
  100	-0.5
- O=C1CSC2=NC3=C(CCc4ccccc43)C(c3ccccc3)N12 (centres undefined)
  103	0.3
- N#CCCn1cc(C(=O)Nc2nccs2)c(-c2cccs2)n1
  101	0.2
- Cn1nccc1C(=O)NCc1ccc2c(c1)CCN2C(=O)c1ccccc1
  110	0.8
- S=C(NCc1ccccc1)N1CCc2ccccc21
  101	-0.1
- Cc1cc(O)c(C(c2ccccc2Cl)N2CCCCC2)c(=O)n1Cc1ccco1 (centres undefined)
  109	0.2
- COC(CNC(=O)CN1C(=O)/C(=C\c2ccc(Cl)cc2)Oc2ccc(C(C)(C)C)cc21)OC
  102	0
- O=C(N/N=C1/SCC(=O)N1Cc1ccco1)c1ccccc1F
  106	1.3
- O=S(=O)(Cc1ccc(Cl)cc1)NCCN1CCOCC1
  100	0

Brought forward from above: two compounds; new compounds follow.
Values run as follows: PV pol inh	PV pol inh FP z-score
- O=C(N/N=C1/SCC(=O)N1Cc1ccco1)c1ccccc1F
  106	1.3
- O=S(=O)(Cc1ccc(Cl)cc1)NCCN1CCOCC1
  100	0
- CCOc1ccccc1CNC(=O)C1CCCN(c2nnc(C)c3c(C)n(-c4ccccc4)nc23)C1 (centres undefined)
  104	-0.3
- CCOC(=O)c1[nH]c(C)c(CNc2ccccc2)c1C
  104	0.1
- O=C(Cc1ccc(F)cc1)Nc1cc(=O)[nH]c(=O)[nH]1
  98	-0.8
- CCn1c(=O)c(=O)[nH]c2cc(C(=O)NCc3cccs3)ccc21
  105	0.1
- Cc1cccc(C(=O)NC(Cc2ccccc2)C(N)=O)c1 (centres undefined)
  101	-0.6
- Cc1nc(C)c(Oc2ccc(Cl)cc2Cl)c(=O)[nH]1
  102	-0.4
- O=C1Nc2ccccc2N(c2ccccc2)N1
  101	0.4
- Cc1ccc(NS(=O)(=O)c2ccc3c(c2)CCCN3C(=O)C2CCC2)c(C)c1
  111	0.9
- CCOC(=O)N1CCN(C(=O)c2cc3c(=O)n(CC)c4ccccc4c3s2)CC1
  101	0.2
- O=C(OCc1cn2cc(Cl)ccc2n1)c1ccc(N2CCCC2=O)cc1
  99	-0.4
- S=c1[nH]nc(NC2CC2)s1
  102	0.1
- N/C(CC(=O)Nc1cc(C(F)(F)F)ccc1Cl)=N\O
  104	0.6
- Oc1ccccc1C1=NCCNC(C(F)(F)C(F)F)=C1
  100	-0.1
- COc1ccc(NC2CC(=O)N(C(C)C)C2=O)cc1 (centres undefined)
  101	-0.1
- CSc1nc2sc3c(c2c(=O)n1CC(C)C)CCC3
  103	0.2

Additional records follow:
Values run as follows: PV pol inh	PV pol inh FP z-score
- CCn1c(=N)c(C(=O)NCC2CCCO2)cc2c(=O)n3cc(C)ccc3nc21 (centres undefined)
  113	0.4
- COc1ccccc1-c1nnc(SC)n1CCc1ccccc1
  103	0.4
- Cc1nc2ccc(O)cc2o1
  103	1.1
- COC(=O)c1cc2c(C(F)(F)F)cc(=O)[nH]c2s1
  104	1
- CSc1nc2ccccc2n1Cc1ccc(C(C)C)cc1
  105	0.6
- Brc1ccc(-n2cc3cnnc(-c4ccccc4)c3n2)cc1
  103	0.1
- CCOc1ccc(-n2c(=O)c3ccc(Cl)cc3n3c(Cn4nnc(-c5ccccc5)n4)nnc23)cc1
  106	0.2
- CCCCN(C(=S)Nc1ccccc1CC)C1CCN(C(C)=O)CC1
  102	0.3
- Cc1ccc(C)c(CN2C(=O)c3ccccc3S(=O)c3ccc(C(=O)NCc4ccccc4)cc32)c1 (centres undefined)
  112	0.9
- CCCn1c(C)cc(/C=C(\C#N)C(=O)OCc2nc(N)nc(Nc3ccccc3C)n2)c1C
  106	0.6
- C1COCCOCCOCCN1
  103	0.5
- Cc1ccccc1NC(=O)CSC1=Nc2ccccc2C2=NC(Cc3ccccc3)C(=O)N12 (centres undefined)
  107	0.1
- CCN(CC(=O)Nc1ccccc1C(F)(F)F)CC(=O)NC1CC1
  102	-0.2
- CCN1CCCC1CNC(=O)c1cc2c(=O)n(C)c3ccccc3c2n1C (centres undefined)
  95	-3.5
- COC(=O)c1ccccc1S(=O)(=O)N1CCC(C(=O)OCC(=O)NC2CCCCC2C)CC1 (centres undefined)
  101	-0.2

Remaining list, next part
Values run as follows: PV pol inh	PV pol inh FP z-score
- COc1nc(Nc2ccccc2)nc(OCC(F)(F)F)n1
  102	0
- O=C(CN1Cc2ccccc2C1=O)Nc1ccc(Br)cc1F
  102	0.1
- CN(C(=O)CSc1nc2ccccc2[nH]1)c1ccc(F)cc1
  112	0.6
- O=C(NCc1ccco1)c1ccc(Cl)c(NS(=O)(=O)c2ccc(F)cc2)c1
  101	-0.1
- CCCSCCCNC(=O)C1CCCN(C(=O)c2cnn(-c3ccccc3)c2-n2cccc2)C1 (centres undefined)
  108	-0.1
- CC(C)(C)/C=C(\C#N)C(C)(C)C
  102	0.2
- CCCOc1ccc(Cn2c(=O)sc3ccccc32)cc1
  107	0.4
- CNCc1ccc2c(c1)n(C)c(=O)n2C
  105	1.8
- CC(C)CCn1c(=O)c2ccccc2n2c(COC(=O)c3cc(F)cc(F)c3)nnc12
  102	-0.1
- O=c1c2ccccc2nc(/C=C/c2ccccc2O)n1-c1ccc(Br)cc1
  105	0.4
- C=CCN(CC=C)C(=O)/C=C/c1ccccc1
  99	-0.2
- CN1CCN(Cc2cn[nH]c2-c2ccccc2)CC1
  98	-0.5
- CC(=O)c1cccc(NC(=O)C2CCN(c3ncnc4c3nc3n4CCCCC3)CC2)c1
  104	-0.6
- O=C(CN1CCN(S(=O)(=O)c2ccccc2)CC1)NC(=O)NC1CCCCC1
  103	0
- CC(C)NCC(O)COc1ccc(CC(N)=O)cc1 (centres undefined)
  104&102	0.5&0.6

Going on with the list.
Values run as follows: PV pol inh	PV pol inh FP z-score
- Cc1cc(C)c(S(=O)(=O)Nc2ncn[nH]2)cc1C
  105	1.3
- O=C(COCc1cc(-c2ccc3c(c2)OCO3)on1)N1CCN(c2ccc(F)cc2)CC1
  102	0.3
- Cc1ccc2c(c1)C(c1ccccc1)CC(C)N2C(=O)c1ccccc1F (centres undefined)
  102	0.1
- C=CCn1c(SCC(=O)N2CCCC2)nc2cc(C(=O)NCC3CCCO3)ccc2c1=O (centres undefined)
  102	0.1
- O=C(Nc1ccccc1I)C1CCCO1 (centres undefined)
  101	0.2
- COC(=O)c1ccc(Cn2nnc3c(=O)[nH]c(C4CCCN(S(=O)(=O)c5ccccc5Cl)C4)nc32)cc1 (centres undefined)
  107	0.2
- Cc1ccc(-n2cnc3c2C(=O)c2ccccc2C3=O)cc1
  102	-0.2
- COC(=O)c1ccc(Nc2ccccc2)cc1
  103	0.3
- CC1Cc2ccccc2N1C(=O)CCn1c(=O)oc2ccccc21 (centres undefined)
  102	0.2
- COc1ccc(C2/C(=C(/O)c3ccccc3)C(=O)C(=O)N2CC(OC)OC)c(OC)c1 (centres undefined)
  103	0.7
- CCCOn1nnnc1-c1ccccc1
  99	-0.1
- NC(=O)C1CCN(CCC(=O)Nc2ccccc2)CC1
  107	0.4
- N#CC(C(=O)Nc1cccc(C(F)(F)F)c1)C(=S)Nc1ccccc1Cl (centres undefined)
  102	-0.2
- Cc1cc2oc(C(=O)Nc3ccc(S(=O)(=O)N4CCC(C)CC4)cc3)cc(=O)c2cc1C
  110	0.4
- Cc1ccc(CNC(=O)C(C)n2nc(C)n3c(cc4sccc43)c2=O)cc1 (centres undefined)
  113	2

Additional structures.
Values run as follows: PV pol inh	PV pol inh FP z-score
- CCOc1ncccc1C(=O)OC(C)C(=O)Nc1ccccc1 (centres undefined)
  105	0.6
- CC(=O)N1CCc2c(sc(NC(=O)CSc3ccc(C)cc3)c2-c2nc3ccccc3s2)C1
  108	0.4
- Cc1ccc(CNC(=O)Cn2ccc(C(F)(F)F)n2)cc1
  104	0.2
- CC1=NNC(=O)/C1=C\c1cn(-c2ccccc2)nc1-c1ccc(F)cc1
  100	-0.1
- CN(C(=O)c1noc2c1CSc1ccccc1-2)c1cccc(C(F)(F)F)c1
  105	0.8
- COc1ccc(-c2cc(C(=O)N(C)Cc3ccccc3)no2)cc1
  98	-1.7
- CCN1CCN(CCN=C2NS(=O)(=O)C(c3ccc(F)cc3)=C2C)CC1
  102	0.4
- Cn1c(=NC(=O)c2ccc(S(=O)(=O)N3CCCC3)cc2)sc2cc(F)ccc21
  101	-0.4
- O=c1[nH]c(-c2ccsc2)nc2sc3c(c12)CCC3
  103	0.6
- COc1ccccc1C(=O)Nc1nc2ccccc2s1
  101	-0.1
- CC(=O)Nc1ccc(C(=O)OCC(=O)N(C)C2CCCCC2)cc1
  104	1.2
- CCOC(=O)c1c[nH]c(=S)[nH]c1=O
  102	-0.1
- CC(/C=N/n1c(-c2cccnc2)n[nH]c1=S)=C\c1ccccc1
  99	-0.8
- O=C(C1=C(O)c2ccccc2S(=O)(=O)N1)c1ccc(Cl)s1
  96	-3.1
- CC(=O)Nc1sc(C)c(C)c1C#N
  94	-0.9

Next section, overlapping the part above by three compounds.
Values run as follows: PV pol inh	PV pol inh FP z-score
- CC(/C=N/n1c(-c2cccnc2)n[nH]c1=S)=C\c1ccccc1
  99	-0.8
- O=C(C1=C(O)c2ccccc2S(=O)(=O)N1)c1ccc(Cl)s1
  96	-3.1
- CC(=O)Nc1sc(C)c(C)c1C#N
  94	-0.9
- COc1ccc(Cc2nc3ccccc3n2C)cc1
  100	-0.8
- CC(=O)NC1C(Oc2ccccc2C)OC2COC(C)(C)OC2C1O (centres undefined)
  101	0
- CC(C)COc1ccc(C(=O)Nc2cc(-c3ccccc3)no2)cc1
  106	-0.3
- Cc1ccc(CNC(=O)c2ccc(CS(=O)Cc3ccc(C)cc3)o2)cc1 (centres undefined)
  101	-0.6
- CSc1ccc(NC(=O)Cn2nnnc2-c2ccccc2F)cc1
  108	0.4
- CCC(CC)NC(=O)c1ccc2ncsc2c1
  100	-0.5
- CCC(C)NC(=O)c1ccc2c(c1)nc1n2CCCCC1 (centres undefined)
  104	-0.9
- Cc1ccc(-n2c(SCC(=O)C(C)(C)C)nc3ccccc3c2=O)cc1
  104	0.3
- O=C(COC(=O)C1CC1)Nc1ccccc1
  105	0.3
- O=C(Nc1sc2c(c1C(=O)Nc1ccccc1)CCC2)c1ccc(Br)cc1
  101	-0.3
- CCOC(=O)c1oc2nc(-c3ccco3)cc(-c3ccco3)c2c1N
  105	0.1
- COc1ccc(CC(=O)Nc2cc(C)c3c(=O)oc4ccccc4c3n2)cc1
  101	0.1
- O=C(CSc1nc2ccccc2n1Cc1cccc(C(F)(F)F)c1)NCc1ccccc1
  109	0.6
- Cc1ccc(CSc2cn(CC(=O)N3CCCC3)c3ccccc23)cc1
  118	0.3
- COc1ccc(/C=C(/C#N)S(=O)(=O)c2ccccc2)cc1Cn1nc(C)cc1C
  100	-0.2

Additional results:
Values run as follows: PV pol inh	PV pol inh FP z-score
- COc1ccc(OC)c(CNC(=O)CCC(=O)N2Cc3ccccc3Oc3ncccc32)c1
  105	-0.7
- COc1ccc(C(=O)Nc2ccc3c(c2)CCCN3S(=O)(=O)c2ccc(C)cc2)cc1
  111	0.9
- O=C(CSc1nnc2c(n1)[nH]c1ccccc12)c1ccccc1
  109	0.3
- CC1(C)Cc2ccccc2-c2c1c(=O)n(Cc1ccccc1)c1n[nH]c(=S)n21
  98	-0.9
- COc1ccc(C)cc1NC(=O)Cn1cc(S(=O)(=O)Cc2ccccc2Cl)c2ccccc21
  104	-0.3
- O=C1CCCC2=C1C(c1ccccc1)C1=C(CCCC1=O)O2
  101	-0.1
- CC(Oc1ccc(F)cc1)c1n[nH]c(=S)o1 (centres undefined)
  103	0.2
- O=C(c1ccc(Cl)cc1)N1CCN(CCc2ccncc2)CC1
  101	-0.4
- CCOC(=O)c1c(C#N)c(SCC(=O)Nc2ccc(OC)cc2)nc2c1CN(CC)CC2
  102	0.6
- N=C(N)SCC(=O)Nc1ccccc1
  100	-0.6
- C/C(=C\C(=O)c1ccc(C)o1)Nc1ccc(C(=O)O)cc1C
  102	0.9
- CC1CN(S(=O)(=O)c2cccc(C(=O)NCC(c3ccco3)N(C)C)c2)CC(C)O1 (centres undefined)
  105	0.3
- CN(C)S(=O)(=O)c1ccc(S(=O)(=O)N2CCCC(C(=O)NC(C)(C)C)C2)cc1 (centres undefined)
  104	1
- C=CCN1C(=O)c2ccccc2Sc2ccc(C(=O)NC3CCCCC3C)cc21 (centres undefined)
  102	0.2
- CC(=O)On1cc(F)c(=O)[nH]c1=O
  100	-0.2

Four structures out of the list, ordered by count of non-hydrogen atoms, high to low.
Values run as follows: PV pol inh	PV pol inh FP z-score
- C=CCN1C(=O)c2ccccc2Sc2ccc(C(=O)NC3CCCCC3C)cc21 (centres undefined)
  102	0.2
- CC1(C)Cc2ccccc2-c2c1c(=O)n(Cc1ccccc1)c1n[nH]c(=S)n21
  98	-0.9
- O=C(c1ccc(Cl)cc1)N1CCN(CCc2ccncc2)CC1
  101	-0.4
- CC(=O)On1cc(F)c(=O)[nH]c1=O
  100	-0.2

Next part.
Values run as follows: PV pol inh	PV pol inh FP z-score
- CCCCCCn1c(COc2ccccc2F)nnc1SCC(=O)/C(C#N)=C(\C)N
  98	-0.3
- NCCc1ccc(O)c(O)c1
  99	-0.4
- Cc1c(Cl)cccc1NC(=O)c1oc2ccc(S(=O)(=O)N3CCCCCC3)cc2c1C
  105	-0.6
- Cc1ccc2c(=O)cc(C(=O)Nc3sc4c(c3C(=O)NCc3cccnc3)CCCC4)oc2c1
  109	0.4
- O=C(NCc1ccco1)c1ncoc1-c1ccc2ccccc2c1
  100	-0.7
- Cc1ccc(CC(=O)NCCN(C)C)cc1
  104	1
- O=C(CSc1nc2c([nH]c3ccccc32)c(=O)n1-c1ccc(Cl)cc1)NCC1CCCO1 (centres undefined)
  107	0.1

Screening data as filed in PubChem BioAssay.
